Screening data (PubChem)
Tn6 DDE FP: disrupts Tn6 cyclic peptide binding to fibrin D-Dimer-E complex | P02675 | 370,000 compounds, 0.21% hits | inhibition, % at 8.3 µM | Fibrin DD(E) TRITC-Tn6 fluorescence polarization displacement | AID 720509;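 active means inhibition above a per-campaign cutoff: mean of compounds within control limits plus 3 SD, cut at about 15% in these data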;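 further: 0% = median of all compound wells on the plate and 100% = blocking peptide control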
Target sequence (P02675 whole entry, looked up): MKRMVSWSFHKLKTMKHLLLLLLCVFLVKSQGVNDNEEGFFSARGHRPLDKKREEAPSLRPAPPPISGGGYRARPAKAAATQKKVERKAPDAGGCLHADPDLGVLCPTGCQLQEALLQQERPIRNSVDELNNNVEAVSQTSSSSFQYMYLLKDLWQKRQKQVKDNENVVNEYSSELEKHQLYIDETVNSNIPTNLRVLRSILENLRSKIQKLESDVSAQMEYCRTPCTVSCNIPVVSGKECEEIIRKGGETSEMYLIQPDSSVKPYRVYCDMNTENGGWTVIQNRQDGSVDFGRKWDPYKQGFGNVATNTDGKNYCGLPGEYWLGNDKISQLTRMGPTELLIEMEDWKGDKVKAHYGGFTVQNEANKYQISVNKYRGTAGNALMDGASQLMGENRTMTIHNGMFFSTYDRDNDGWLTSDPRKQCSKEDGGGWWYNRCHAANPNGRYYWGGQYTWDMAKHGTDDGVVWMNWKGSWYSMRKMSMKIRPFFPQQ
KLK7 zymogen act: activators of human kallikrein-7 zymogen; 370,000 compounds, 0.9% hits; activation, % at 7 µM; purified proKLK7, EDANS-DABCYL substrate fluorescence; 100% is mature enzyme control, 0% vehicle;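 active means activation above the mean of all tested compounds plus 3 SD, computed per campaign excluding outliers beyond control limits, cut at about 13% in these data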
Target sequence (P49862 whole entry, looked up): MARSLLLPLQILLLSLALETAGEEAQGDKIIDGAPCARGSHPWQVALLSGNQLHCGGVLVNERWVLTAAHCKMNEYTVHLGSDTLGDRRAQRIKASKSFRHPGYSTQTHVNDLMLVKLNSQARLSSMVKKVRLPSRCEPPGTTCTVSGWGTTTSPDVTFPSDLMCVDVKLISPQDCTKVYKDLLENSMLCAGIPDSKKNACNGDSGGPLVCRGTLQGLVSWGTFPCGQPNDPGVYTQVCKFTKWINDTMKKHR
ADAM10 inh: ADAM10 inhibition, QFRET primary screen; O14672; recombinant ADAM10, EDANS/DABCYL FRET peptide cleavage, 3 h; inhibition, % at 7 µM; 370,000 compounds, 0.62% hits; AID 720582;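 active means inhibition above a per-campaign cutoff equal to the mean of compounds falling between control-based bounds plus 3 SD, cut at about 20% in these data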;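 further: 0% = DMSO wells while the 100% control is not disclosed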
ARFGAP1 inhibitor: inhibitors of rat ARFGAP1; inhibition, % at 16.5 µM; 360,000 compounds, 0.26% hits; Arfgap1-stimulated ARF1 GTP hydrolysis, GDP FP detection; Q62848;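 active means inhibition above a per-plate limit, mean inhibition of low control wells plus 3 SD, cut at about 25% in these data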;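 further: 0% = DMSO wells with enzyme and 100% = wells lacking Arfgap1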
Target sequence (Q62848 1-136 limits assumed): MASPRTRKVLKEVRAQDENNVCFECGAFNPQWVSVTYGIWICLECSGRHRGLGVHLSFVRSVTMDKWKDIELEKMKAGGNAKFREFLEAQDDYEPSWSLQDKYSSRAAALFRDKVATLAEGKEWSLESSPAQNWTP
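Material: truncated rat Arfgap1 GAP domain; Incubation: compound-enzyme preincubation 20 min, reaction 120 min, detection 60 min, 25 °C; Read-out: percent inhibition of Arfgap1-stimulated GTP hydrolysis; Technique: FP, GDP Alexa 633 tracer displaced from anti-GDP antibody, 620/688 nm; Controls: No-Arfgap1 wells (100%) versus DMSO full-reaction wells (0%); Replication: single well per compound.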
LEDGF integ inh: blocks HIV-1 LEDGF/p75-dependent DNA integration; TR-FRET IN-LEDGF/p75 DNA integration, Eu/Cy5; inhibition, % at 3.7 µM; 370,000 compounds, 0.64% hits; AID 743269;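 active means inhibition above the screen-wide mean plus 3 SD, cut at about 13% in these data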;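 further: signal is the Cy5 over europium emission ratio at 671 and 618 nm; 0% = plate median of compound wells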
ASAP1 GAP inh: blocks human ASAP1-stimulated Arf1 GTP hydrolysis; Q9ULH1; GDP FP detection; inhibition, % at 16.5 µM; 360,000 compounds, 0.19% hits; in the data active means inhibition above about 25%;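 further: 0% = vehicle with enzyme and substrate and 100% = no enzyme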
ADAM17 inh: inhibits human ADAM17 | P78536 | recombinant ADAM17, EDANS/DABCYL FRET peptide cleavage | inhibition, % at 6.95 µM | 370,000 compounds, 0.83% hits | AID 720648;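 active means inhibition above the mean of compounds lying between control limits plus 3 SD, set per campaign, cut at about 8.5% in these data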;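 further: 0% = DMSO-only wells as the low control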
PLCg1 inh: blocks human PLC-gamma1 enzyme activity. purified PLC-gamma1, fluorogenic substrate, fluorescence. P19174. inhibition, % at 12.2 µM. 370,000 compounds, 0.84% hits; in the data active means inhibition above about 9.5%
DDE Tn7 FP inh: inhibitors of Tn7 peptide binding to human fibrin DD(E). P02675. AID 720508. 370,000 compounds, 0.13% hits. FP displacement of FITC-Tn7 peptide from fibrin DD(E); 0% = median of compound wells per plate. inhibition, % at 8.3 µM;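 active means inhibition above the mean of compounds falling within the control limits plus 3 SD of them, cut at about 14% in these data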;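 further: 0% = plate median of compound wells and 100% = 10 µM Aha-Tn7 peptide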
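System: human fibrin DD(E); quantity: Fibrin-DD(E) at 2 µM final; also added: fluorescent Tn7 probe at 0.1 µM; compound dosing: single nominal test concentration of 8.3 µM per compound; schedule: 10 min preincubation, 3 h with tracer, room temperature; detection: fluorescence polarization of the labelled Tn7 tracer; repeats: one replicate per compound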
TDP2 inh: TDP2 (human) inhibition, absorbance primary screen; inhibition, % at 12.8 µM; O95551; 370,000 compounds, 0.34% hits; recombinant TDP2, T5PNP hydrolysis, p-nitrophenol absorbance 415 nm; AID 720702;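 active means inhibition above the mean of all tested compounds plus 3 SD, set per campaign, cut at about 25% in these data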;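 further: 0% = DMSO with enzyme and 100% = buffer with substrate but no TDP2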
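Assay system: recombinant human TDP2 / Reagent: T5PNP substrate at 5 mM, a TopII-DNA adduct mimic / Measured by: epi absorbance from released p-nitrophenol / Evaluation: % inhibition relative to enzyme-containing and enzyme-free wells / Control set: enzyme-free and DMSO wells / Replicates: each compound tested once, singlicate / Schedule: enzyme reaction with compound for 2 h at 37 °C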
Numbers without * were called inactive.

SMILES | Tn6 DDE FP | KLK7 zymogen act | ADAM10 inh | ARFGAP1 inhibitor | LEDGF integ inh | ASAP1 GAP inh | ADAM17 inh | PLCg1 inh | DDE Tn7 FP inh | TDP2 inh
CCCCCCCCc1nnc(N)s1 | -6 | 0.5 | 3 | 4 | 0 | -5 | -2 | -1 | 1 | 7
CCN(CC)C1CCN(C(=O)c2ccc(OC3CCN(C(=O)CCOC)CC3)cc2)C1 (stereo not drawn) | 0 | -1.0 | -9 | 0 | -1 | 6 | 4 | 4 | -8 | 4
CN(C)c1ccc(NC(=O)Oc2ccccc2)cc1 | -6 | 0.0 | -9 | -2 | 2 | -1 | -3 | 1 | 2 | 10
COc1ccc(C(CC(=O)O)NC(=O)c2ccco2)cc1OC (stereo not drawn) | 3 | 0.1 | 1 | 16 | -2 | -2 | -1 | 3 | -5 | 9
Cc1ccc(C2=CC(=O)C[C@H](c3ccc(F)cc3)C2)cc1 | -8 | -0.1 | 28* | 0 | 1 | -3 | 12* | 7 | -2 | -9
Cc1cc(C)cc(OCC(=O)N/N=C/c2ccccn2)c1 | -3 | -0.1 | -4 | 4 | -4 | 7 | 2 | -4 | -3 | -13
CCC(=O)N1CCc2cc(S(=O)(=O)NC(C(=O)Nc3cccc(C)n3)C(C)C)ccc21 (stereo not drawn) | 12 | -0.3 | -3 | -3 | -3 | -7 | -3 | 1 | 0 | -1
COCCN(Cc1ccccc1)C(=O)c1ccc(C(=O)c2ccccc2)cc1 | -1 | -0.3 | -13 | 0 | -7 | -13 | 3 | 7 | 3 | -5
O=C(COC(=O)CN1C(=O)C2CC=CCC2C1=O)Nc1cc(C(F)(F)F)ccc1N1CCOCC1 (stereo not drawn) | 2 | 0.8 | 4 | 8 | 2 | -4 | -5 | 1 | -8 | 2
O=C(Nc1ccc(OCC(F)(F)C(F)F)cc1)c1ccncc1 | 3 | -0.5 | 9 | 10 | -1 | -2 | 4 | 2 | 3 | -4
CC(=O)c1c(C)[nH]c(C(=O)COC(=O)c2ccc(C)s2)c1C | 3 | 0.0 | -5 | -13 | -1 | -3 | -4 | 1 | -5 | 3
O=c1[nH]c(C2CCN(S(=O)(=O)c3ccc4c(c3)OCCO4)CC2)nc2c1nnn2Cc1c(F)cccc1Cl | 1 | 0.0 | 13 | 6 | -2 | 2 | 4 | 2 | 0 | 11
COc1cccc(-c2sc3ccc(OC)cc3c2-c2ccc(C(N)=O)cc2)c1 | -4 | -1.4 | -14 | 0 | 1 | 2 | -5 | -4 | 4 | -2
Cc1nc(Nc2ccc3c(c2)OCO3)c2oc3ccccc3c2n1 | 3 | 1.2 | -12 | -9 | -3 | -5 | -1 | -46 | -4 | 0
CC1CCC2C(=O)N(c3ccccc3OC(=O)c3ccccc3)C(=O)C2C1 (stereo not drawn) | -9 | 0.2 | 8 | -7 | -2 | 0 | -4 | -1 | 2 | 16
CCc1ccccc1NC(=O)c1cccc(Oc2ccc([N+](=O)[O-])cc2Cl)c1 | 0 | -0.6 | 4 | -12 | 1 | -6 | 0 | 2 | -1 | 0
CCCCCCN1C=CC=C/C1=C/C=C(C#N)C#N | -1 | -0.3 | 7 | 11 | -5 | 13 | 1 | -12 | -5 | -5
CC(=O)c1c(C)[nH]c(C(=O)/C(C#N)=C/c2cccc(C)c2)c1C | -4 | 0.2 | -2 | 14 | 2 | 8 | 3 | -64 | 1 | -5
O=C(CSCc1c(Cl)cccc1Cl)Nc1nccs1 | -2 | -0.2 | -1 | -7 | 1 | 6 | -4 | 1 | -4 | 4
CCOC(=O)c1oc2ccccc2c1N | -3 | 0.0 | -32 | -2 | 1 | -3 | -13 | -4 | -4 | 8
NC(Cc1ccc(C(F)(F)F)cc1)c1csc(Nc2ccc(C(=O)NCCCO)cn2)n1 (stereo not drawn) | 6 | -0.2 | -72 | 10 | -2 | -13 | -16 | -50 | 2 | 10
CCOc1ccc(/C=C/C(=O)N(C)CC(=O)Nc2cccc(F)c2)cc1OCC | 5 | 106* | -73 | -6 | -3 | -10 | -20 | -15 | 0 | 15
Nc1[nH]c(C(=O)c2ccccc2)c(-c2ccc(Cl)cc2F)c1C(=O)NCCc1c[nH]c2ccccc12 | 6 | 0.7 | 2 | -7 | 0 | 7 | 5 | -11 | 2 | 5
COc1ccc(-c2cc(-c3ccc(C)cc3)n[nH]2)c(O)c1 | -4 | -0.3 | 33* | 0 | 5 | 4 | 6 | 8 | 0 | -27
CN(C(=O)CSc1nnnn1C)C1(C#N)CCCCC1 | 8 | 0.1 | -2 | 7 | -4 | -5 | -9 | 0 | -8 | 4

Exported field by field: 2 of the compounds above.
COc1ccc(-c2cc(-c3ccc(C)cc3)n[nH]2)c(O)c1
- Tn6 DDE FP: -4
- KLK7 zymogen act: -0.3
- ADAM10 inh: 33*
- ARFGAP1 inhibitor: 0
- LEDGF integ inh: 5
- ASAP1 GAP inh: 4
- ADAM17 inh: 6
- PLCg1 inh: 8
- DDE Tn7 FP inh: 0
- TDP2 inh: -27
CN(C(=O)CSc1nnnn1C)C1(C#N)CCCCC1
- Tn6 DDE FP: 8
- KLK7 zymogen act: 0.1
- ADAM10 inh: -2
- ARFGAP1 inhibitor: 7
- LEDGF integ inh: -4
- ASAP1 GAP inh: -5
- ADAM17 inh: -9
- PLCg1 inh: 0
- DDE Tn7 FP inh: -8
- TDP2 inh: 4

Further structures
SMILES | Tn6 DDE FP | KLK7 zymogen act | ADAM10 inh | ARFGAP1 inhibitor | LEDGF integ inh | ASAP1 GAP inh | ADAM17 inh | PLCg1 inh | DDE Tn7 FP inh | TDP2 inh
Cc1ccc(NS(=O)(=O)c2cc(NC(=O)c3ccc4c(c3)NC(=O)CS4)ccc2C)c(C)c1 | 11 | -0.6 | 26* | 9 | 3 | 7 | 10* | 5 | -4 | -3
COc1ccc(NC(=O)C2CCCN(S(=O)(=O)c3cccc4nonc34)C2)cc1OC (stereo not drawn) | -2 | 0.1 | -5 | 1 | 0 | -1 | -2 | 1 | -10 | -2
O=C(C[C@H]1CC[C@H]2[C@@H](COC[C@H](O)CN2C(=O)c2ccccn2)O1)N1CCN(c2ccccc2)CC1 | -4 | -0.2 | -21 | 4 | 0 | -2 | -7 | 5 | 6 | -2
COc1ccc(C2CC(=O)c3cnc(NC(=O)c4ccccc4)nc3C2)cc1OC (stereo not drawn) | -1 | -0.1 | -5 | 5 | 2 | -1 | -1 | 1 | 4 | 1
CCc1ccc(-c2csc(NC(=O)Oc3ccccc3)n2)cc1 | -6 | 0.1 | 3 | 3 | -3 | -15 | -27 | 4 | 1 | -8
Cc1noc(C)c1S(=O)(=O)Nc1ccc2c(c1)C(=O)N([C@H](C)CO)C[C@H](C)[C@@H](CN(C)C(=O)Nc1ccccc1)O2 | 4 | 0.7 | -14 | 10 | -6 | -10 | -3 | -1 | 3 | -14
Cc1ccc(C(=O)c2coc3ccc(O)c(Cl)c23)cc1 | 0 | 0.4 | 11 | 3 | -1 | 5 | 0 | 0 | 8 | 10
O=C(COc1ccccc1F)NNC(=O)c1ccc(F)c(S(=O)(=O)N2CCOCC2)c1 | 3 | 0.0 | -15 | -10 | -1 | -1 | -3 | 3 | 3 | -5
CCOC(=O)C1CCCN(C(=O)c2ccc(C)c(NC(=O)C3=C(C)OCCS3)c2)C1 (stereo not drawn) | -5 | -0.5 | -6 | -14 | -3 | 7 | -8 | 0 | -3 | 1
CC1=C(C(=O)N(C(C)C)C(C)C)CC(CC(=O)NCc2ccco2)C(=O)N1Cc1ccc(F)cc1 (stereo not drawn) | -5 | 0.9 | -8 | 7 | 0 | -9 | -8 | -4 | -6 | -6
CCCc1cc(=O)[nH]c(SCC(=O)N2CCN(S(=O)(=O)c3ccc(C)cc3)C2)n1 | 7 | -0.3 | -11 | 0 | 2 | 5 | -3 | 0 | 1 | 4
S=C(NCC(c1cccnc1)N1CCOCC1)NC1CCCCC1 (stereo not drawn) | -2 | 0.0 | 1 | -1 | 1 | 7 | 3 | 2 | -3 | 9

Of the compounds above, twelve have a halogen:
SMILES | Tn6 DDE FP | KLK7 zymogen act | ADAM10 inh | ARFGAP1 inhibitor | LEDGF integ inh | ASAP1 GAP inh | ADAM17 inh | PLCg1 inh | DDE Tn7 FP inh | TDP2 inh
Cc1ccc(C2=CC(=O)C[C@H](c3ccc(F)cc3)C2)cc1 | -8 | -0.1 | 28* | 0 | 1 | -3 | 12* | 7 | -2 | -9
O=C(COC(=O)CN1C(=O)C2CC=CCC2C1=O)Nc1cc(C(F)(F)F)ccc1N1CCOCC1 (stereo not drawn) | 2 | 0.8 | 4 | 8 | 2 | -4 | -5 | 1 | -8 | 2
O=C(Nc1ccc(OCC(F)(F)C(F)F)cc1)c1ccncc1 | 3 | -0.5 | 9 | 10 | -1 | -2 | 4 | 2 | 3 | -4
O=c1[nH]c(C2CCN(S(=O)(=O)c3ccc4c(c3)OCCO4)CC2)nc2c1nnn2Cc1c(F)cccc1Cl | 1 | 0.0 | 13 | 6 | -2 | 2 | 4 | 2 | 0 | 11
CCc1ccccc1NC(=O)c1cccc(Oc2ccc([N+](=O)[O-])cc2Cl)c1 | 0 | -0.6 | 4 | -12 | 1 | -6 | 0 | 2 | -1 | 0
O=C(CSCc1c(Cl)cccc1Cl)Nc1nccs1 | -2 | -0.2 | -1 | -7 | 1 | 6 | -4 | 1 | -4 | 4
NC(Cc1ccc(C(F)(F)F)cc1)c1csc(Nc2ccc(C(=O)NCCCO)cn2)n1 (stereo not drawn) | 6 | -0.2 | -72 | 10 | -2 | -13 | -16 | -50 | 2 | 10
CCOc1ccc(/C=C/C(=O)N(C)CC(=O)Nc2cccc(F)c2)cc1OCC | 5 | 106* | -73 | -6 | -3 | -10 | -20 | -15 | 0 | 15
Nc1[nH]c(C(=O)c2ccccc2)c(-c2ccc(Cl)cc2F)c1C(=O)NCCc1c[nH]c2ccccc12 | 6 | 0.7 | 2 | -7 | 0 | 7 | 5 | -11 | 2 | 5
Cc1ccc(C(=O)c2coc3ccc(O)c(Cl)c23)cc1 | 0 | 0.4 | 11 | 3 | -1 | 5 | 0 | 0 | 8 | 10
O=C(COc1ccccc1F)NNC(=O)c1ccc(F)c(S(=O)(=O)N2CCOCC2)c1 | 3 | 0.0 | -15 | -10 | -1 | -1 | -3 | 3 | 3 | -5
CC1=C(C(=O)N(C(C)C)C(C)C)CC(CC(=O)NCc2ccco2)C(=O)N1Cc1ccc(F)cc1 (stereo not drawn) | -5 | 0.9 | -8 | 7 | 0 | -9 | -8 | -4 | -6 | -6
